Compound activity: PubChem BioAssay, Fisher Drug Discovery Resource Center
hcGAS inh – blocks human cGAS activity; Q8N884; recombinant h-cGAS, ATP depletion, Kinase-Glo luminescence; inhibition, % at 12.5 µM; 290,000 tested, 0.081% active;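 further: 0% = vehicle reaction and 100% = reaction without DNA for no activity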
Target sequence (Q8N884 whole entry, looked up): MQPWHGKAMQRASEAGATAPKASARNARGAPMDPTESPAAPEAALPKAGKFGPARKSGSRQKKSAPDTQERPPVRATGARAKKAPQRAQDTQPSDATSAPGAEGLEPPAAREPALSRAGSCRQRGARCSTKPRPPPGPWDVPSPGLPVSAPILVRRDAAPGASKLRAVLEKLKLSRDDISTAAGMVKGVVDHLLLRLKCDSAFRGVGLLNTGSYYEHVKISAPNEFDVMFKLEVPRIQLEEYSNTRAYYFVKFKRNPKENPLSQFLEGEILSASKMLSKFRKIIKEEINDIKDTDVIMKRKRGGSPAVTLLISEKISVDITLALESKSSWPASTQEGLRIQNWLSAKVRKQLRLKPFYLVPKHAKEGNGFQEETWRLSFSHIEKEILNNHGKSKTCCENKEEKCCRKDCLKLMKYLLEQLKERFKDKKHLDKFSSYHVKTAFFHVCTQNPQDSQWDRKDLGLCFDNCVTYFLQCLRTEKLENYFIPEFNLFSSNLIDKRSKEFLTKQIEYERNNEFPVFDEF
mcGAS inh – inhibitors of mouse cGAS; Q8C6L5; recombinant cGAS, Kinase-Glo ATP depletion luminescence; inhibition, % at 12.5 µM; 160,000 tested, 0.15% active; AID 1259399;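 further: 0% = negative control wells and 100% = reference inhibitor with no enzyme activity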
NPYLR7 ag – mosquito NPYLR7 agonism. 270,000 tested, 0.15% active. AID 1259423. HEK293T NPYLR7/Galpha15, GCaMP6s calcium fluorescence. activation, % at 10 µM; in the data active means activation above about 40%;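 further: 0% = vehicle and 100% = reference agonist at the receptor; some compounds past the cut are filed as inactive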
Numbers without * were called inactive; . = not tested or not shown. Unless noted, no stated cut-off is given here; in the data, active means inhibition above about 40%; inactive means the rest. Not a hit list; about 0.29% have a hit in one of these screens.

Values run as follows: mcGAS inh	NPYLR7 ag	hcGAS inh
1	COc1ccc(CCN(C)C2CCCN(Cc3cccn3-c3cccnc3)C2)cc1OC (stereo not given)
→ -10	4	-6
2	Cc1c(Cn2cc3ncccc3c2O)oc2ccccc12
→ -3	3	3
3	O=C(COC(c1ccccc1)C(F)(F)F)N1CCc2c(nc[nH]c2=O)C1 (stereo not given)
→ .	8	-4
4	COc1ccc(-n2ncc(Oc3ccccc3)c(Nc3cccc(C(=O)NCc4ccc(F)cc4)c3)c2=O)cc1
→ -2	3	2
5	Cc1csc(NC(=O)c2cccc(C(=O)Nc3nc(C)cs3)n2)n1
→ -4	5	-4
6	CCOCCn1ccc2c(NC(=O)Cc3cccc(OC)c3)c(OC(=O)N(CC)CC)ccc21
→ -4	-1	-1
7	C/C(=N\NC(=O)c1cc(C2CC2)[nH]n1)c1ccc(Br)cc1
→ -9	4	-8
8	CC(C)(O)c1cn(C2CCN(C(=O)C3(C(F)(F)F)CC3)CC2)nn1
→ .	11	-7
9	C=C(C)c1cccc(C(C)(C)NC(=O)N2CCN(CC=Cc3ccccc3)CC2)c1
→ -6	-4	-11
10	CC(C)c1nc(CCNC(=O)C2CCCN(C3CCCCC3)C2)no1 (stereo not given)
→ 0	-11	0
11	Cc1oc(C)c(-c2ccccc2)c1C(=O)Nc1ccc(C(C)(C)C)cc1
→ .	-13	-4
12	Cc1ncc(C(=O)Nc2cc(S(=O)(=O)N(C)C)ccc2F)s1
→ .	6	-6
13	CCOC(=O)N1CCN(C(=O)c2csc(CSc3nnc(-c4ccco4)n3-c3ccc(Cl)cc3Cl)n2)CC1
→ -3	14	0
14	CCOC(=NC(=O)c1cccc(C(F)(F)F)c1)N(C)C1CCN(C)CC1
→ -3	28	0
15	CCC(=O)Nc1cc(ON=C(C)C)cc([N+](=O)[O-])c1
→ .	-4	-3
16	C=CCNC(=O)COc1ncnc2sc3c(c12)CCC3
→ .	3	-5
17	Cn1c(=O)cc(C(=O)N2CCC(c3ccc(C(=O)O)cc3)C2)c2ccccc21 (stereo not given)
→ .	3	-8
18	CC(C)(C)OC(=O)N1CCC(C(=O)NC(c2ccc(S(C)(=O)=O)cc2)c2ccc3c(c2)CCO3)CC1 (stereo not given)
→ -3	-10	-4
19	Cn1c(=O)c2[nH]c(NCC3CCCO3)nc2n(-c2ccccc2)c1=O (stereo not given)
→ .	15	-5
20	O=C(Nc1ncccc1O)c1ccc(-c2ccc(Cl)cc2Cl)o1
→ .	-3	3
21	COc1ccc(C2CCCCCN2C(=O)c2c[nH]c3ncccc23)cc1 (stereo not given)
→ -18	0	-4
22	CCc1nc(CC(=O)Nc2ccnn2Cc2ccccc2F)cs1
→ -10	11	-5
23	O=C(NCC(c1ccc(F)cc1)N1CCCC1)c1cn(-c2ccccc2)nn1 (stereo not given)
→ -11	2	-7
24	CN1CCN(c2ccc([N+](=O)[O-])cc2C(=O)Nc2ccc(Cl)c(Cl)c2)CC1
→ .	5	-10
25	O=C(O)c1c[nH]c(=O)c([N+](=O)[O-])c1
→ .	-3	4
26	CN(C)c1ccc(CNc2ccccc2C#N)cn1
→ .	4	-10
27	Fc1cccc(F)c1Cn1ccnc1-c1cccc2c1OCO2
→ .	-5	5
28	CCn1ncc(NC(=O)Cn2ncc3cc(-c4ccc(C)o4)ccc32)n1
→ .	-1	-5
29	CC1CCC(=O)N1c1ccc(-n2cnnc2)cc1 (stereo not given)
→ .	-1	-1
30	COC[C@H]1C[C@H]2C[C@@H](Oc3ccccn3)[C@H](N(C)Cc3cccc(F)c3)[C@]2(O)CO1
→ -8	1	-10
31	Cc1cccnc1CN1CCN(c2nccc(C3CCCC3)n2)CC1
→ .	-3	-4
32	COc1ccc(S(=O)(=O)N2CCCC(C)C2)cc1N1CCN(C(=O)c2cc(C)oc2C)CC1 (stereo not given)
→ -6	20	-3
33	COc1cnc(-c2ccccc2OC)c(NC(=O)c2ccco2)n1
→ -3	7	-3
34	CC1(C)CN(C2(CNC(=O)CCn3cncn3)CCCCC2)CCO1
→ .	8	-10
35	O=C(/C=C/c1ccccc1Cl)N1CCN(c2nccc(-c3ccc(N4CCOCC4)cc3)n2)CC1
→ -5	24	-5
36	CC(C)COC(=O)Sc1nc2ccccc2[nH]1
→ .	5	-2
37	O=C(c1cccc(O)c1)N1C[C@H]2OC(=O)N(CCCc3ccc(F)cc3)[C@H]2C1
→ -16	-2	-10
38	FC(F)(F)c1cnc(NNC(=S)NCC2CCCO2)c(Cl)c1 (stereo not given)
→ .	0	-6
39	CCCCCN(CC(=O)Nc1cc(-c2ccccc2)nn1-c1ccccc1)C(=O)c1cc(C(F)(F)F)cc(C(F)(F)F)c1
→ -3	8	-1
40	Cc1nnc(Sc2ccc(C#N)cn2)n1C1CCCCC1
→ .	7	-6
41	CN(CC1Cc2ccccc2O1)C(=O)CCC1(Cc2cccs2)CCC(=O)N1 (stereo not given)
→ 0	8	-1
42	Fc1cccc(Nc2n[nH]c(=S)s2)c1
→ .	4	-1
43	COc1ccc(Nc2cc(C)nc(N3CCN(C(=O)C(C)C)CC3)n2)cc1
→ .	5	3
44	S=C=Nc1ccc(N=C=S)cc1
→ .	-3	-6
45	CCSc1nnc(-c2cn(C)nc2OC)n1CCOC
→ -7	5	-7

Arranged by SMILES length (smallest number first): some entries from above
Values run as follows: mcGAS inh	NPYLR7 ag	hcGAS inh
44	S=C=Nc1ccc(N=C=S)cc1
→ .	-3	-6
42	Fc1cccc(Nc2n[nH]c(=S)s2)c1
→ .	4	-1
45	CCSc1nnc(-c2cn(C)nc2OC)n1CCOC
→ -7	5	-7
31	Cc1cccnc1CN1CCN(c2nccc(C3CCCC3)n2)CC1
→ .	-3	-4
38	FC(F)(F)c1cnc(NNC(=S)NCC2CCCO2)c(Cl)c1 (stereo not given)
→ .	0	-6
39	CCCCCN(CC(=O)Nc1cc(-c2ccccc2)nn1-c1ccccc1)C(=O)c1cc(C(F)(F)F)cc(C(F)(F)F)c1
→ -3	8	-1

More entries.
Values run as follows: mcGAS inh	NPYLR7 ag	hcGAS inh
46	N#CCCCN1CCC(OCc2ccc(Cl)c(Cl)c2)CC1
→ -17	7	-9
47	Cc1nn2c(nc(NC3CCCC3)c3ccccc32)c1Cl
→ .	2	-4
48	O=C(CCN(Cc1ccco1)c1nc(Cc2ccc(F)cc2)ns1)N1CCN(Cc2ccccc2)CC1
→ -6	.	-8
49	CC(C)CC(C(=O)Nc1ccc(C2CCCC2)cc1)N1CCN(C)CC1 (stereo not given)
→ .	2	0
50	CCCC(=O)N1CCC1(C)C(=O)Nc1ccc(Cl)c(Cl)c1 (stereo not given)
→ .	8	-6
51	COc1ccc(CN(Cc2ccco2)C(=O)c2ccc(F)cc2)cc1OS(C)(=O)=O
→ -1	-3	2
52	CCOc1ccc(-c2nnc3ccc(SCC(=O)Nc4ccc(C(C)=O)cc4)nn23)cc1
→ -7	2	-3
53	O=S(=O)(Oc1cccc(CNCc2ccco2)c1)c1ccc(F)cc1
→ .	36	0
54	CC1CCCCC1N1CCN(Cc2ccco2)CC1 (stereo not given)
→ .	2	-4
55	CCOc1ccc(NC(=O)Cn2nc3c(cc2=O)CCCC3)cc1
→ -2	-23	-1
56	NC[C@@H]1O[C@H](O[C@H]2[C@@H](O)[C@H](O[C@@H]3[C@@H](O)[C@H](N)C[C@H](N)[C@H]3OC3O[C@H](CO)[C@@H](O)[C@H](O)[C@H]3N)O[C@@H]2CO)[C@H](N)[C@@H](O)[C@@H]1O (stereo not given in full)
→ -6	2	-8
57	CCCCCCCC(=O)Nc1c(-c2ccc(Cl)cc2)nc2cc(C)ccn12
→ -5	-5	-2
58	Cc1csc(=O)n1CC(=O)NCC12CC3CC(CC(C3)C1)C2
→ 0	-3	1
59	CC(=O)Nc1ccc(Cl)cc1-c1cccc(C(C)=O)c1
→ -18	4	-5
60	COc1ccc(C2c3[nH]c4ccccc4c3CCN2C(=O)COc2ccccc2)cc1C (stereo not given)
→ -3	1	0
61	COC[C@H]1CCCN1Cc1cccc(C(=O)Nc2cc(C)cc(C)n2)c1
→ .	1	-6
62	COc1ccc(C(NC(=O)c2ccc(=O)n(C)n2)C(C)C)cc1 (stereo not given)
→ .	0	-17
63	CCOC(=O)C1=CN(CC)C(=CC=Cc2sc(C(=O)OCC)c[n+]2CC)S1
→ .	0	-1
64	CCOC(=O)C(C)N(CC(=O)N(Cc1ccc(F)cc1)Cc1ccco1)CC(C)C (stereo not given)
→ -3	-4	-2
65	O=C(Cc1cccs1)Nc1nnc(C2CC2)s1
→ -3	0	-2
66	Nc1nc(CSCC(=O)O)cs1
→ .	-2	-15
67	O=[N+]([O-])c1ccc(O)c(/C=N\NC2=NS(=O)(=O)c3ccccc32)c1
→ -8	-8	-4
68	COC(=O)c1cc2c(s1)CCC2
→ -5	7	-5
69	Cc1ccc(NC(=O)N2CCN(CCCOC(c3ccc(Cl)cc3)c3ccc(Cl)cc3)CC2)cc1
→ -7	-3	-8
70	CC(=O)Nc1cccc(-c2ncc(C)c(N)n2)c1
→ -13	8	0
71	CC1(C)Oc2ccccc2OC1(O)c1ccc2ccccc2n1 (stereo not given)
→ -18	2	-9
72	COc1ccccc1-c1ccc2oc(C3CCCN3C(=O)COCc3ccccc3)nc2c1 (stereo not given)
→ -4	.	-6
73	CCOC(=O)Nc1cc(C)nn1-c1nc(-c2ccc(C)cc2)cs1
→ -10	-12	-3
74	CSc1nnc2c(n1)OC(c1ccc(F)cc1)Nc1ccccc1-2 (stereo not given)
→ 0	1	4
75	NC(=O)c1nnc2n1CCN(C(=O)c1ccc3sccc3c1)C2
→ .	8	-7
76	CSCC(C)C(=O)N1CCCC1c1cccc(N(C)C)c1 (stereo not given)
→ .	3	-9
77	COCCCNCc1c(-c2cccc(C)c2)noc1N1CCCC1
→ .	22	-9
78	CN(NC(=O)C1CCCN(Cc2cnc3ccccn23)C1)c1ccccc1 (stereo not given)
→ .	0	-5
79	COC(=O)C(=O)N1CCN(c2nc3nccc(-c4ccc(C5CCCCC5)cc4)n3n2)CC1
→ -6	33	0
80	O=C(COC(=O)c1ccc([N+](=O)[O-])o1)NCC(F)(F)F
→ .	-1	-1
81	Cc1ccc(-c2cnoc2NC(=O)CSc2nc(-c3cccc(Cl)c3)cc(=O)[nH]2)cc1
→ -5	-9	-7
82	O=C(CC(c1ccc(Cl)c(Cl)c1)c1c[nH]c2ccccc12)N1CCN(c2cccc(Cl)c2)CC1 (stereo not given)
→ 1	2	4
83	COC(=O)c1c(-c2ccccc2)csc1NC(=O)c1cc(OC)c(OC)c(OC)c1
→ -8	-3	-5
84	CCOC(=O)C1CCN(C(=O)c2cc(-c3ccc(OC)cc3)n(-c3ccccc3Cl)c2C)CC1
→ -4	-3	-2
85	COc1ccc(N2C(=O)CSC2c2ccc(Cl)cc2)cc1 (stereo not given)
→ -4	2	-3
86	CCN1CC(CNCc2cn(C)nc2-c2ccc(C3CCCCC3)cc2)CC1=O (stereo not given)
→ .	3	-4
87	COc1ccc(Nc2nc(Cl)nc(Nc3ccc(OC)cc3OC)n2)c(OC)c1
→ .	8	-6
88	CCC(O)CN(Cc1cccn1Cc1ccccc1C)CC1CCCCC1 (stereo not given)
→ -8	4	-6
89	CN(C)c1ccc(NC(=O)C2CC2)cc1CN(Cc1cccc(F)c1)C(=O)c1ccc(F)cc1
→ -8	5	-2
90	Cc1ccc(N=Nc2sc3ccccc3c2O)cc1
→ -8	-2	-12
91	Nc1cc(-c2ccc(Cl)cc2)nn1-c1ccc(C(=O)N2CCOCC2)cc1
→ -2	8	1
92	CC(CNC(=O)CCc1c[nH]c2ccccc12)n1cncn1 (stereo not given)
→ -15	2	-4
93	O=C(O)CCn1nc(Nc2ccccc2)n(-c2ccccc2)c1=S
→ .	-17	-3
94	CCc1c(C)nc(-c2cccc(C)c2)nc1N1CCN(C(=O)c2ccc(OC)cc2)CC1
→ -7	5	-7
95	CN1CCC2(CC1)CN(C(=O)[C@@]13CC[C@@](C)(OC1=O)C3(C)C)CCN2C
→ -11	1	-6
96	N#CC1(C(=O)NCc2ccc(N3CCCC3)cc2)CCCC1
→ .	2	-13
97	Cc1ccccc1-n1c(SCc2cccc(Cl)c2)nnc1C1CCCCC1
→ -5	18	-3
98	O=C(c1ccccc1Cl)N1CCN(c2nccc(-c3ccc(N4CCOCC4)cc3)n2)CC1
→ -5	22	-7
99	COc1ccc(N2C(N)=NC(N)=NC23CCCC3)cc1
→ -4	14	-5
100	CC(NC(=O)c1cccc(S(=O)(=O)NC2CC2)c1)c1ccccc1Br (stereo not given)
→ -8	0	-5
101	O=C(CCOc1ccccc1)NC12CC3CC(CC(C3)C1)C2
→ -2	0	3
102	CN(CCc1cnn(C)c1)C(=O)c1cc(COc2ccc3c(c2)OCO3)[nH]n1
→ .	1	-6
103	COC(=O)CCC1CCCCN1C(=O)c1nc[nH]c1C (stereo not given)
→ .	-1	-3
104	CN(Cc1ccccc1)CC1(c2ccnc(-c3ccc(Cl)cc3)c2)CC1
→ -7	3	-6
105	CCCCc1ccc(C(=O)NCC2CCN(c3nc(Cc4ccc(Cl)cc4)ns3)CC2)cc1
→ -4	-1	3

(cont.)
Values run as follows: mcGAS inh	NPYLR7 ag	hcGAS inh
106	CCCCn1nnnc1CN1C(=O)NC2(CCCCC2C)C1=O (stereo not given)
→ .	9	-5
107	O=C(NCc1ccccn1)C(C1CCCC1)N1CCN(C(=O)c2ccc([N+](=O)[O-])cc2)CC1 (stereo not given)
→ -3	-7	-2
108	O=C(NCCc1n[nH]c(=S)n1C1CC1)c1cccc(F)c1F
→ -18	8	-10
109	COCCn1c(-c2cccs2)nc2c(c(=O)c3ccccc3n2C)c1=O
→ .	5	-2
110	CC(C)(C)n1cc(Nc2cccc(F)c2C#N)cn1
→ .	-2	-1
111	COc1ccc(OC)c(CN2CCC(c3nc(C)ccc3C(=O)NCc3ccc(C)cc3)CC2)c1
→ .	4	-2
112	COc1ccc(NC(=O)CSc2nc3c(cnn3CCO)c(=O)[nH]2)cc1OC
→ .	3	-1
113	CCC(c1cccnc1)N(C)Cc1ccsc1 (stereo not given)
→ .	0	-7
